# Rev-erbA mod – modulators of Rev-erb alpha DNA binding, primary screen, biochemical, FITC-DNA, fluorescence polarization, uHTS; Nuclear receptor subfamily 1 group D member 1 (Homo sapiens), P20393; Rev-erbα–FITC-DNA binding, 90 min; activity, % at 10 µM; hit rate 0.79% among 370,000; AID 1259318, 2017;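 active = activity above about 14%, limit read from the data; passing the limit was not always enough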;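 note: 0% = DMSO wells with 35 nM protein and 100% = DMSO wells with 750 nM protein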
# Target sequence (P20393 whole entry, looked up): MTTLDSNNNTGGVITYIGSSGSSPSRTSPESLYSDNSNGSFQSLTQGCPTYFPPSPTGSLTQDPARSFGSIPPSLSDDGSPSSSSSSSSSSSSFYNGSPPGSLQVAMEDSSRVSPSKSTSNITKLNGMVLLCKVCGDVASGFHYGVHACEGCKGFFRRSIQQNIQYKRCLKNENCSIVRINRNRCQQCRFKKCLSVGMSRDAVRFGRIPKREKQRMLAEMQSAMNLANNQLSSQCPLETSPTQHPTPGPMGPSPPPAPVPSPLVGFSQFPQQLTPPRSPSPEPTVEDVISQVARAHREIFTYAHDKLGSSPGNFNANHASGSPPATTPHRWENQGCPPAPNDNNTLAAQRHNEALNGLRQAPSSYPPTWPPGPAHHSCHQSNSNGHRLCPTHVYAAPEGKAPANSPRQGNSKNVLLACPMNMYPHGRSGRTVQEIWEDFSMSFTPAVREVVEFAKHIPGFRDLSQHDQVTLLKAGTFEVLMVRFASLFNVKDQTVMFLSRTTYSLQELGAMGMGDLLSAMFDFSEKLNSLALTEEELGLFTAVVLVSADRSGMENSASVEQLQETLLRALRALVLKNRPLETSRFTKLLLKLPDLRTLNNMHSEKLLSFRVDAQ
# HGIII-sPLA2 inh – human group III sPLA2 inhibitors, primary screen, biochemical, QFRET, BODIPY PC-A2 liposome substrate | hit rate 0.56% among 370,000 | QFRET BODIPY PC-A2 liposome hydrolysis, fluorescence | inhibition, % at 12.2 µM;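 active = inhibition above mean plus 3 SD of compounds lying within the high and low control bounds, cut at about 19% in these data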;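 note: 0% = median of test compound wells and 100% = no enzyme DMSO wells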
# ASAP1 inh – inhibitors of human ASAP1 ArfGAP activity, primary screen, biochemical, fluorescence polarization | inhibition, % at 16.5 µM | hit rate 0.19% among 360,000 | AID 624377, 2012 | ASAP1-stimulated ARF1 GTP hydrolysis, GDP FP detection; in the data active = inhibition above about 25%;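 note: 0% = vehicle with enzyme and substrate and 100% = no enzyme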
# DDE Tn6 FP inh – inhibitors of Tn6 peptide binding to fibrin DD(E), primary screen, biochemical, fluorescence polarization, human fibrin, Tn6 probe. Fibrin DD(E) TRITC-Tn6 fluorescence polarization displacement. Fibrinogen beta chain (Homo sapiens), P02675. hit rate 0.21% among 370,000. inhibition, % at 8.3 µM;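 active = inhibition above a per-campaign cutoff: mean of compounds within control limits plus 3 SD, cut at about 15% in these data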;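 note: 0% = median of all compound wells on the plate and 100% = blocking peptide control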
# PLC-beta3 inh – human PLC-beta3 inhibitors, primary screen, biochemical, fluorescence; hit rate 0.18% among 370,000; Purified PLC-beta3, fluorogenic substrate; inhibition, % at 12.2 µM; 1-phosphatidylinositol 4,5-bisphosphate phosphodiesterase beta-3 (Homo sapiens), Q01970; in the data active = inhibition above about 11%;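 note: 0% = median of compound wells on plate and 100% = full blocker control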
# KLK7 zymogen act – proKLK7 zymogen activators, primary screen, biochemical, fluorescence intensity; Kallikrein-7 (Homo sapiens), P49862; purified proKLK7, EDANS-DABCYL substrate fluorescence; 100% is mature enzyme control, 0% vehicle; activation, % at 7 µM; hit rate 0.9% among 370,000; AID 652039, 2013;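 active = activation above the mean of all tested compounds plus 3 SD, computed per campaign excluding outliers beyond control limits, cut at about 13% in these data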
# Target sequence (P49862 whole entry, looked up): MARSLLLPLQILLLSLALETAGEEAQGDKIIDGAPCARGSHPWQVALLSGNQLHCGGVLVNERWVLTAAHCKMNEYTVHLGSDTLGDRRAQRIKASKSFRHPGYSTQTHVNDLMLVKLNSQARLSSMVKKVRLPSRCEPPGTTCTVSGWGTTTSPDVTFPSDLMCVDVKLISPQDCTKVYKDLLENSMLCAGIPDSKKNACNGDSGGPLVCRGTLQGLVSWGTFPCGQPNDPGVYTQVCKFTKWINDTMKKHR
# ARFGAP1 inh – inhibitors of rat ARFGAP1 GAP activity, primary screen, biochemical, fluorescence polarization, GDP tracer; inhibition, % at 16.5 µM; hit rate 0.26% among 360,000; Arfgap1-stimulated ARF1 GTP hydrolysis, GDP FP detection; ADP-ribosylation factor GTPase-activating protein 1 (Rattus norvegicus), Q62848;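 active = inhibition above a per-plate limit, mean inhibition of low control wells plus 3 SD, cut at about 25% in these data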;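 note: 0% = DMSO wells with enzyme and 100% = wells lacking Arfgap1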
# Target sequence (Q62848 1-136 limits assumed): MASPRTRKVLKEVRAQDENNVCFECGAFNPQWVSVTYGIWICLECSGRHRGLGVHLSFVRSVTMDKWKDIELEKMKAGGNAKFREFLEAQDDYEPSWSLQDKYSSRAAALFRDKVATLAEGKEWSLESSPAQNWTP
#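 Material – truncated rat Arfgap1 GAP domain · Buffer or medium – HEPES-based buffer, pH 7.5 · Reagent – human ARF1(Δ1-17)-GTP substrate · Dosing – 16.5 µM single point, 1.26% DMSO · Schedule – GTP hydrolysis reaction 2 h at 25 °C · Technique – GDP detection by fluorescence polarization · Benchmarks – No-Arfgap1 wells (100%) versus DMSO full-reaction wells (0%) · Repeats – single replicate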
# UHRF1 MBD2 ctr – UHRF1 methylated DNA binding inhibitors, primary screen, counter-screen for MBD2 inhibitor project, biochemical, TR-FRET, human UHRF1, single concentration | E3 ubiquitin-protein ligase UHRF1 (Homo sapiens), Q96T88 | UHRF1 binding to methylated oligo | inhibition, % at 4.4 µM | hit rate 0.75% among 370,000 | AID 687016, 2013; in the data active = inhibition above about 21%;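 note: UHRF1 SRA domain binding a hemimethylated CpG hairpin DNA probe; 0% = median of test compound wells and 100% = reference inhibitor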
# Tn7 DDE FP – inhibitors of Tn7 peptide binding to fibrin DD(E), primary screen, biochemical, fluorescence polarization, human fibrin, Tn7 probe. Fibrinogen beta chain (Homo sapiens), P02675. FP displacement of FITC-Tn7 peptide from fibrin DD(E); 0% = median of compound wells per plate. inhibition, % at 8.3 µM. hit rate 0.13% among 370,000;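 active = inhibition above the mean of compounds falling within the control limits plus 3 SD of them, cut at about 14% in these data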;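 note: 0% = plate median of compound wells and 100% = 10 µM Aha-Tn7 peptide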
#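 System: human fibrin DD(E); quantity: Fibrin-DD(E) at 2 µM final; also added: fluorescent Tn7 probe at 0.1 µM; compound dosing: single nominal test concentration of 8.3 µM per compound; schedule: 10 min preincubation, 3 h with tracer, room temperature; detection: fluorescence polarization of the labelled Tn7 tracer; repeats: one replicate per compound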
# PLC-gamma1 inh – PLC-gamma1 enzyme inhibitors, primary screen, biochemical, fluorescence, purified enzyme. 1-phosphatidylinositol 4,5-bisphosphate phosphodiesterase gamma-1 (Homo sapiens), P19174. fluorogenic substrate. inhibition, % at 12.2 µM. hit rate 0.84% among 370,000; in the data active = inhibition above about 9.5%
# Numbers without * were called inactive; . = no result given.
SMILES,Rev-erbA mod,HGIII-sPLA2 inh,ASAP1 inh,DDE Tn6 FP inh,PLC-beta3 inh,KLK7 zymogen act,ARFGAP1 inh,UHRF1 MBD2 ctr,Tn7 DDE FP,PLC-gamma1 inh
CCCn1c(SCC(=O)Nc2cccc(C)n2)nnc1C(C)C,1,2,11,-2,0,-0.8,4,0,-1,2
CC[n+]1c(-c2ccc(C)cc2)csc1Nc1c(C)n(C)n(-c2ccccc2)c1=O,-4,10,5,-2,0,-1.0,6,0,-7,-4
CC(C)NC(=O)/C(C#N)=C/c1ccc2c(c1)OCCO2,0,5,8,-7,-2,0.4,-12,1,-1,1
CCOc1ccc(N(CC(=O)NCCSCc2ccc(C)cc2)S(C)(=O)=O)cc1,-1,-9,-11,5,-6,0.5,-9,-2,-5,0
Cc1ccccc1-c1cnc(C(O)c2ccc(C(C)(C)C)cc2)[nH]1 (centres undefined),1,-8,-5,1,3,0.9,2,0,3,0
COc1cccc(NC(=O)c2sc3nc4n(c(=O)c3c2C)CCC4)c1,0,-7,-6,-4,-3,1.2,6,0,-4,2
CC1(C)C(=O)Nc2ccccc2N1C(=O)COC(=O)CNS(=O)(=O)c1ccc(Br)cc1Cl,3,-14,-8,0,-6,0.5,6,-3,2,-2
O=C(NCCCn1ccnc1)c1ccc(NS(=O)(=O)c2cccc([N+](=O)[O-])c2)cc1,-4,3,4,-4,-5,-0.5,0,1,-7,0
O=C(NCCc1ccccc1)C(=O)NCC1OCCN1S(=O)(=O)c1cccs1 (centres undefined),-4,-4,-5,3,-8,0.0,-2,0,-4,-3
COc1ccc(NC(=O)c2cc(-c3ccccc3Cl)no2)cc1,-1,-11,6,-8,-6,-5.2,5,-5,2,-3
O=C(NC1CCCCC1)C(c1ccccc1F)n1c(=O)c(-c2ccco2)nc2ccccc21 (centres undefined),-1,0,-2,3,-76,-0.3,-3,-8,1,-59
COC(=O)Cc1nnc(NC(=O)C(C)C)s1,7,-8,2,3,0,0.5,2,0,1,-2
Clc1ccccc1C1=Nn2c(nnc2-c2ccco2)SC1,-1,1,0,4,-9,0.1,3,2,8,0
COc1cc2c(cc1OC)CN(C(=O)COc1ccc(C)c(C)c1)CC2,-6,-4,-2,2,-13,1.2,2,-6,-7,-11
O=C(CC(Nc1cccc(Cl)c1Cl)C(=O)OCC(=O)c1cccs1)c1ccccc1 (centres undefined),5,-1,5,-4,4,0.8,-4,0,1,4
N#CCCN(Cc1cccnc1)C(=O)c1ccc(S(=O)(=O)N2CCOCC2)cc1,1,6,3,-5,1,0.0,5,0,10,1
Cc1ccc(CC(NC(=O)c2ccccc2)C(=O)NCC(=O)O)cc1 (centres undefined),-4,6,2,-4,0,0.2,2,0,6,-2
O=C(COc1ccccc1)Nc1c2c(nn1-c1ccccc1)CS(=O)(=O)C2,2,1,4,-3,5,0.1,3,1,-2,2
Cc1cc2c(cc(C(=O)OCC(=O)NC3CCCCC3)n2C)o1,-5,3,-3,-2,-9,-0.3,3,1,2,-3
OCCn1cnc2c(SCc3ccccc3)ncnc21,-3,12,-4,-1,-1,0.7,0,-1,5,2
COc1ccc(C(=O)NC(C(=O)NCC(=O)Nc2c(C)cccc2C)C(C)C)cc1 (centres undefined),-1,-3,15,2,10,0.3,13,2,-5,7
COc1ccccc1Nc1nc2nonc2nc1N1CCC(C)CC1,-3,4,-11,5,4,0.2,7,-1,-2,2
O=C(C[C@@H]1C=C[C@@H](NC(=O)C2CC2)[C@@H](CO)O1)NCc1ccccc1Cl,-2,5,-9,5,-5,0.2,5,0,-5,-1
CC(=O)Nc1ccc(S(=O)(=O)Nc2ccc3nc(C)sc3c2)cc1,1,-8,2,-7,-1,0.2,1,0,-4,4
N#Cc1ccccc1NC(=O)CN1CCN(c2ccccn2)CC1,0,-1,-10,3,-1,-0.6,-14,3,-4,3
COc1ccc(-n2c(SCC(=O)Nc3cc(C)on3)nc3c(c2=O)SC(C)C3)cc1 (centres undefined),2,7,-12,8,0,-0.1,-12,2,4,2
NS(=O)(=O)c1ccc(-c2ccc(C=NC3CCS(=O)(=O)C3)o2)cc1 (centres undefined),-1,0,-14,5,-31,0.2,-4,-4,-7,-19
Cc1cc(S(=O)(=O)N2CCCC2)ccc1OCC(=O)NCc1ccccn1,6,-1,2,-2,-2,0.7,-23,0,9,1
C=CCn1c(SCCNC(C)=O)nc2cc(-c3ccccc3)sc2c1=O,49*,8,0,-2,-5,1.1,-11,2,3,2
CCOC(=O)N(C)[C@H]1C[C@H]2c3[nH]c4cccc(-c5cccc(F)c5)c4c3CCN2C(=O)[C@H]1[C@H](C)O,6,-2,.,-6,-473,-29,.,1,-9,-354
NC1=NN(c2ccccc2)C(=O)C1,4,8,4,6,2,0.1,19,-8,1,0
Cn1c(NCc2ccccc2)nc2c1c(=O)n(Cc1ccccc1)c(=O)n2C,-4,5,4,-2,6,-0.1,1,6,6,4
COC(=O)c1cccc(NC(=O)c2cnccn2)c1,-8,-1,-15,-3,-2,-0.6,2,0,0,3
Cc1ccn2c(/C=N/OCc3cccc(F)c3)c(-c3ccc(Cl)cc3)nc2c1,3,8,6,4,4,-0.2,22,5,4,6
CCOC1=NS(=O)(=O)c2ccccc21,-3,6,-5,0,5,0.3,10,0,-6,3
Cc1c(C)c2ccc(OCC(=O)NCCN3CCOCC3)cc2oc1=O,7,7,-3,10,-78,1.4,7,13,-2,-43
COc1cc(C)ccc1OCC(=O)OCC(=O)c1cc(C)n(CC2CCCO2)c1C (centres undefined),-5,1,11,-3,-6,0.6,6,-2,-6,-3
O=C(c1cccc(NS(=O)(=O)c2cccc(F)c2)c1)N1CCN(c2ccccc2)CC1,-1,-25,5,1,2,-0.3,9,0,-1,3
O=C(Nc1ccc(F)cc1)c1ccc(-n2ccnc2)nc1,-3,6,-3,-1,1,-0.1,12,-2,2,-2
COCCN(CC1CCCN(C2Cc3ccccc3C2)C1)C(=O)CSC (centres undefined),2,13,-3,-4,-12,-0.6,5,0,6,-3

# Ordered by the number under HGIII-sPLA2 inh (ascending): 3 from the list above.
SMILES | Rev-erbA mod | HGIII-sPLA2 inh | ASAP1 inh | DDE Tn6 FP inh | PLC-beta3 inh | KLK7 zymogen act | ARFGAP1 inh | Tn7 DDE FP | PLC-gamma1 inh
COC(=O)c1cccc(NC(=O)c2cnccn2)c1 | -8 | -1 | -15 | -3 | -2 | -0.6 | 2 | 0 | 3
COc1cc(C)ccc1OCC(=O)OCC(=O)c1cc(C)n(CC2CCCO2)c1C (centres undefined) | -5 | 1 | 11 | -3 | -6 | 0.6 | 6 | -6 | -3
COCCN(CC1CCCN(C2Cc3ccccc3C2)C1)C(=O)CSC (centres undefined) | 2 | 13 | -3 | -4 | -12 | -0.6 | 5 | 6 | -3

# The list goes on.
SMILES,Rev-erbA mod,HGIII-sPLA2 inh,ASAP1 inh,DDE Tn6 FP inh,PLC-beta3 inh,KLK7 zymogen act,ARFGAP1 inh,UHRF1 MBD2 ctr,Tn7 DDE FP,PLC-gamma1 inh
COc1cc(Cn2c3ccc(NC(=O)CC(C)(C)C)cc3c(=O)n2C)ccc1F,-5,-5,0,8,-314,7.9,9,0,7,-228
O=C(NCCN1CCCC1)C1CCC(=O)N(CCCN2CCOCC2)C1 (centres undefined),3,10,-16,6,-5,0.1,5,1,1,2
Cn1cc(/C=C2\SC(=O)N(c3ccccc3)C2=O)c2ccccc21,2,4,16,1,-1,1.7,-6,1,5,0
CCOC(=O)C1(Cc2cccc(OC)c2)CCN(Cc2cnc(C)s2)CC1,-2,-3,9,-4,-6,0.0,-15,4,6,-4

# A draw from above in order of heavy-atom count, largest number first:
SMILES,Rev-erbA mod,HGIII-sPLA2 inh,ASAP1 inh,DDE Tn6 FP inh,PLC-beta3 inh,KLK7 zymogen act,ARFGAP1 inh,UHRF1 MBD2 ctr,Tn7 DDE FP,PLC-gamma1 inh
COc1cc(C)ccc1OCC(=O)OCC(=O)c1cc(C)n(CC2CCCO2)c1C (centres undefined),-5,1,11,-3,-6,0.6,6,-2,-6,-3
COc1cc(Cn2c3ccc(NC(=O)CC(C)(C)C)cc3c(=O)n2C)ccc1F,-5,-5,0,8,-314,7.9,9,0,7,-228
CCOC(=O)C1(Cc2cccc(OC)c2)CCN(Cc2cnc(C)s2)CC1,-2,-3,9,-4,-6,0.0,-15,4,6,-4
COCCN(CC1CCCN(C2Cc3ccccc3C2)C1)C(=O)CSC (centres undefined),2,13,-3,-4,-12,-0.6,5,0,6,-3
Cn1cc(/C=C2\SC(=O)N(c3ccccc3)C2=O)c2ccccc21,2,4,16,1,-1,1.7,-6,1,5,0
O=C(Nc1ccc(F)cc1)c1ccc(-n2ccnc2)nc1,-3,6,-3,-1,1,-0.1,12,-2,2,-2
CCOC1=NS(=O)(=O)c2ccccc21,-3,6,-5,0,5,0.3,10,0,-6,3

# Screening results (PubChem BioAssay)
